High-throughput results: PubChem, National Center for Advancing Translational Sciences (NCATS)
SMN2 splice up: SMN2 splice variant enhancement | HEK293 SMN2-luciferase splicing reporter, luminescence, 30-36 h | Potency, µM (doses to about 46.1 µM), inactives show at the top dose activity change, positive = activation, usual class: activators | 210,000 compounds, 2.8% hits | AID 1458; note: % of control where 0% means no effect; nearly all actives have a fitted effect of over 55% in size
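HEK293 cells carry an SMN2 […]–luciferase reporter in which exon 7 inclusion puts luciferase in frame. Cells were plated 10-12 h before compound addition, then incubated 30-36 h at 37C. ONE-Glo luminescence was read; sodium butyrate at 4.5 mM final served as control.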
GoLoco inh red: blocks human Gai1 binding to RGS12 GoLoco peptide, red readout | AID 880 | 230,000 compounds, 0.44% hits | Gai1:RGS12 GoLoco peptide FP, rhodamine, 10 min | P63096 | Potency, µM (titrated, usually from 61.6 µM), for the others: at the top dose activity, negative = inhibition, actives largely listed as inhibitors; active = well fitted inhibition curve with a large enough effect, not every such curve was filed as active; inactive = no such curve, though single readings can be large or run the other way; note: % is set by controls: 0 for no effect and ±100 for the full control effect; nearly all actives have a fitted effect of over 30% in size; many of its hits are not listed in these tables
ALDH1A1 block: ALDH1A1 (human) enzyme inhibition. 220,000 compounds, 7.3% hits. Purified ALDH1A1, NADH fluorescence, propionaldehyde substrate. AID 1030. Potency, µM (titrated, usually from 75.3 µM), for the others: top-dose activity, negative = inhibition, actives largely listed as inhibitors; active = well fitted inhibition curve with a large enough effect, not every such curve was filed as active; inconclusive = small, poorly fitted or top-dose-only effect, or another doubt; inactive = no such curve, though single readings can be large or run the other way;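 note: plate controls were no enzyme wells and a reference inhibitor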
Target sequence (P00352 whole entry, looked up): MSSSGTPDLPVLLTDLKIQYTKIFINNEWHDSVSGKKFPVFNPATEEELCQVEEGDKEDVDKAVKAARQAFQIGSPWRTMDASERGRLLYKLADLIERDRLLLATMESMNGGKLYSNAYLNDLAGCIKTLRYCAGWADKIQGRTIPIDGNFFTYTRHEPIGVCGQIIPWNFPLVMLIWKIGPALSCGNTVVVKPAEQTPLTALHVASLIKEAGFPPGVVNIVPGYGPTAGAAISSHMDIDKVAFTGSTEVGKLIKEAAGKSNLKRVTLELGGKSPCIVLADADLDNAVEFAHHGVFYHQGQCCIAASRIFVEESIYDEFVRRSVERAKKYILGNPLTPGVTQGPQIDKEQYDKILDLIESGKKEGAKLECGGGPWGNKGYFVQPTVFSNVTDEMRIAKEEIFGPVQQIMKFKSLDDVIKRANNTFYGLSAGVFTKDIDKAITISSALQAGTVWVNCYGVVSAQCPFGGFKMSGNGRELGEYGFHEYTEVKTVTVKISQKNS
aGlu spleen mod: inhibitors or activators of human alpha-glucosidase in spleen homogenate; 240,000 compounds, 0.006% hits; human spleen homogenate, 4-MU-alpha-glucoside fluorescence; P10253; Potency, µM (titrated, usually from 79.9 µM), inactives show top-dose activity change, negative = inhibition, most hits filed as inhibitors;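 note: 0% = enzyme with vehicle and -100% = no enzyme basal signal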
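Compounds were titrated against alpha-glucosidase in spleen homogenate at pH 5.0, with 1 mM 4-methylumbelliferyl substrate for 40 min at 37 C. Reactions were quenched with pH 10 NaOH/glycine and fluorescence measured.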
aGal spleen mod: inhibits or activates alpha-galactosidase in human spleen homogenate; Potency, µM (top dose mostly 80 µM), for inactives: at the highest dose activity change, negative = inhibition, most hits filed as inhibitors; P06280; 240,000 compounds, 0.008% hits; human spleen homogenate, 4MU-alpha-Gal fluorescence, 40 min;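 note: 0% = enzyme with vehicle and -100% = no enzyme basal signal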
Target sequence (P06280 32-429 limits assumed): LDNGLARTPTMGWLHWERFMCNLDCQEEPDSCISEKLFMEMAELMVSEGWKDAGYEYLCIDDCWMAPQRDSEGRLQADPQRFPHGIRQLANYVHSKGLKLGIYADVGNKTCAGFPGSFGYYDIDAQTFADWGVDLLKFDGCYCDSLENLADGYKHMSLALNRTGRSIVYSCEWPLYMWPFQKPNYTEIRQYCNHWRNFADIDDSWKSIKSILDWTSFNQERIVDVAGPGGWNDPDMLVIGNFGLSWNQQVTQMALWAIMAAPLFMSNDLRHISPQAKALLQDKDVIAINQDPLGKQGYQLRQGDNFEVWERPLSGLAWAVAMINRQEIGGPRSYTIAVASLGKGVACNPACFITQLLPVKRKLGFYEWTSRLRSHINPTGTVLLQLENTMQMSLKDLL
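Inhibition or activation of alpha-galactosidase in human spleen homogenate is scored by 4-MU fluorescence after 40 min at 37C, pH 5.0, with 1 mM substrate. AC50s come from concentration-response fitted to the Hill equation.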
GAA inh: inhibitors of human lysosomal alpha-glucosidase; purified human GAA, 4-MU-alpha-glucoside fluorescence; Potency, µM (top dose mostly 76.9 µM), for the others: at the top dose activity change, negative = inhibition, most hits filed as inhibitors; 200,000 compounds, 0.005% hits;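 note: plate controls were uninhibited enzyme wells for no effect and no-enzyme background for full effect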
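Fluorogenic assay: 4 nM human alpha-glucosidase with 400 uM 4-methylumbelliferyl-alpha-D-pyranoside in 50 mM citrate/phosphate, 0.005% Tween-20, pH 5.0, 20 min at room temperature. Compounds tested up to 77 uM; AC50 from Hill fits.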
GAA glycogen mod: alters human alpha-glucosidase cleavage of glycogen; recombinant GAA, glycogen substrate, Amplex Red glucose oxidase fluorescence; Potency, µM (doses to about 76.4 µM), inactives show at the top dose activity change, negative = inhibition, actives largely listed as inhibitors; P10253; 300,000 compounds, 0.38% hits; AID 2100;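 note: 0% = full enzyme reaction and -100% = no-enzyme basal signal; the screen sought inhibitors and activators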
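Natural-substrate format: glycogen cleavage by 4 nM human enzyme, glucose read by Amplex Red coupling (Ex 573, Em 610 nm). Normalized to enzyme and no-enzyme controls.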
JMJD2E inh: blocks human JMJD2E demethylase activity | JMJD2E catalytic domain, FDH-coupled NADH fluorescence (FDH is formaldehyde dehydrogenase) | B2RXH2 | 230,000 compounds, 1.6% hits | AID 2147 | Potency, µM (titrated, usually from 57.1 µM), without a hit: at the highest dose activity change, negative = inhibition, most hits filed as inhibitors; active = well fitted inhibition curve with a large enough effect, not every such curve was filed as active; inconclusive = small, poorly fitted or top-dose-only effect, or another doubt; inactive = no such curve, though single readings can be large or run the other way;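 note: 0% = wells with enzyme and -100% = buffer wells without enzyme; nearly all actives have a fitted effect of over 50% in size; many of its hits are not listed in these tables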
* = called active by the depositor; ? = inconclusive; . = not tested or not shown; & = joins results of further samples; [ ] = dose if it differs, or a comment. Unless noted, calls come from the whole dose curve; as a rule, active = well fitted curve in the direction sought with a large enough effect; inconclusive = small, poorly fitted or top-dose-only effect, or another doubt; inactive = no such curve, though single readings can be large; an effect the other way counts as inactive or inconclusive. Potency is the fitted concentration of half-maximal effect.

The opening 3 compounds (preview)
SMILES | SMN2 splice up | GoLoco inh red | ALDH1A1 block | aGlu spleen mod | aGal spleen mod | GAA inh | GAA glycogen mod | JMJD2E inh
CCOc1ccc(OCC)c(NC(=O)CCS(=O)(=O)c2ccc(Br)s2)c1 | 17.6% | -4.1% | 5.8% | 1.0% | 6.3% | -1.3% | 1.0% | 8.0%
O=[N+]([O-])c1cccc(P(=O)(O)c2cccc([N+](=O)[O-])c2)c1 | . | -4.0% | . | -3.1% | 0.1% | . | 1.0% | -3.1%
COc1ccc(-n2nccc2-c2nn(-c3cccc(OC)c3)c(=O)n(C)c2=O)cc1 | -16.5% | 3.3% | -5.3% | 0.0% | 5.2% | -0.8% | 8.5% | 10.3%

The whole of this part, repeating the preview:
SMILES | SMN2 splice up | GoLoco inh red | ALDH1A1 block | aGlu spleen mod | aGal spleen mod | GAA inh | GAA glycogen mod | JMJD2E inh
CCOc1ccc(OCC)c(NC(=O)CCS(=O)(=O)c2ccc(Br)s2)c1 | 17.6% | -4.1% | 5.8% | 1.0% | 6.3% | -1.3% | 1.0% | 8.0%
O=[N+]([O-])c1cccc(P(=O)(O)c2cccc([N+](=O)[O-])c2)c1 | . | -4.0% | . | -3.1% | 0.1% | . | 1.0% | -3.1%
COc1ccc(-n2nccc2-c2nn(-c3cccc(OC)c3)c(=O)n(C)c2=O)cc1 | -16.5% | 3.3% | -5.3% | 0.0% | 5.2% | -0.8% | 8.5% | 10.3%
COC1CCC(C(=O)c2ccc3nc4c(cc3c2)CCCO4)CC1 (stereo not given) | 12.6µM* | -5.2% | -4.1% | -1.6% | 9.6% | . | . | 3.4%
Cc1ccc(S(=O)(=O)N(C)C)cc1NC(=S)NC(C)CCC(C)C (stereo not given) | -28.6% | 5.6% | -11.6% | -3.9% | -8.8% | -10.5% | -9.0% | -3.1%
CCN1C(=O)/C(=C2\Sc3ccccc3N2CC)OC1=S | -4.9% | 10.0% | ? | -0.5% | -5.7% | 5.1% | 10.9% | 1.8%
NC(=O)[C@@H]1CC2(CC(c3cccc(NC(=O)[C@H]4CCC(=O)N4)c3)=NO2)CN1C(=O)COc1ccc(Cl)cc1 (stereo not given in full) | . | 2.6% | . | 0.5% | 2.6% | . | 9.1% | -12.0%
CC1CCCCN1C(=O)Cn1cnc2cc([N+](=O)[O-])ccc2c1=O (stereo not given) | 1.5% | 3.7% | ? | 5.1% | 4.5% | 3.9% | -2.8% | -7.3%
CCN(CC)CCNC(=O)c1ccc(N2CCCCC2)c(NS(=O)(=O)c2ccc(C)cc2)c1 | 16.5% | 4.0% | 20µM* | -1.6% | 4.7% | -3.1% | ? | ?
CCc1cccc(CC)c1NC(=S)/C(=C(\[O-])c1ccc(Cl)s1)[n+]1ccccc1 | 0.8% | 19.1% | 0.2% | 1.3% | 6.0% | -4.3% | -3.2% | 3.5%
CCNC1=C(Cl)C(=O)c2ccccc2C1=O | 11.9% | 21.0% | ? | -6.6% | -16.1% | -15.4% | -7.4% | -8.6%
Cn1cccc1C(=O)NC(=O)COC(=O)c1cc(S(=O)(=O)N2CCCCC2)ccc1Cl | . | 12.8% | -7.2% | 4.6% | -4.1% | -1.0% | -11.7% | ?
Cc1ccc(S(=O)(=O)N/N=C/c2cc(Br)c(C)o2)cc1 | -7.1% | -22.1% | 5.62µM* | -2.7% | -0.1% | 1.3% | -6.5% | -22.6%
Cc1ccc(S(=O)(=O)N2c3ccccc3NC(=O)CC2C)cc1 (stereo not given) | -18.8% | -4.6% | 5.7% | 2.1% | 4.7% | 3.7% | -4.1% | 5.3%
O=C1c2ccccc2C(=O)N1CC#CCN1CCN(C(c2ccccc2)c2ccccc2)CC1 | ? | 0.4% | 15.8µM* | 0.6% | 11.0% | ? | -14.5% | 1.2%
COC(=O)c1cccc(NC(=O)CSc2nnc(COc3ccc(C#N)cc3)n2-c2ccccc2)c1 | -34.4%[inhibitor] | 4.4% | 5.2% | -20.3% | -1.6% | -12.9% | -11.4% | -6.3%
O=C(NC(Nc1ncc(S(=O)(=O)c2ccc([N+](=O)[O-])cc2)s1)(C(F)(F)F)C(F)(F)F)c1ccc(Cl)cc1 | -80.0%[inhibitor] | -0.6% | 3.8% | -2.5% | -2.5% | ? | -6.7% | 10.3%
O=S(=O)(c1ccc(NC(=S)NCc2cccnc2)cc1)N1CCCCC1 | . | 8.0% | ? | -5.4% | -0.7% | ? | 3.8% | 1.8%
O=C(NC(=S)NCCN1CCOCC1)c1ccc(F)cc1 | ? | 2.1% | 3.8% | 1.8% | 6.5% | -2.0% | 6.3% | 4.5%
CC(Sc1ccc2c(c1)OCCO2)C(=O)Nc1ccc(N2CCOCC2)cc1 (stereo not given) | ? | -8.6% | 4.2% | -6.4% | -3.2% | 4.8% | -9.0% | 4.7%
Clc1ccccc1-c1ccc2ncnc(N3CCNCC3)c2c1 | . | 13.3% | 10.5% | -0.8% | 8.6% | . | . | .
CN(C)c1ccc(/C=C2\SC(=O)N(CCc3nnc(N)s3)C2=O)cc1 | . | 144.5%[activator] | . | -4.0% | -1.8% | . | 8.9% | 0.6%
CCNC(=S)N(CCc1c(C)[nH]c2ccccc12)Cc1cc(OC)c(OC)c(OC)c1 | 10.4% | 0.4% | 10.1% | -0.9% | 0.3% | -4.2% | -8.1% | -1.9%
NC(=O)CSc1nnc(COc2ccccc2)n1CCc1ccccc1 | -2.2% | 3.4% | 1.8% | 0.2% | 7.8% | -0.7% | -9.4% | 7.8%
O=C(NNC(=O)c1ccccc1-n1cccc1)c1ccc(Cl)c(Cl)c1 | -5.2% | -2.2% | -3.5% | -9.1% | 2.6% | 8.6% | -2.1% | -1.0%

Continuation:
SMILES | SMN2 splice up | GoLoco inh red | ALDH1A1 block | aGlu spleen mod | aGal spleen mod | GAA inh | GAA glycogen mod | JMJD2E inh
Cc1ccc(-c2cc(C(F)F)n3ncc(C(=O)Nc4ccc(S(=O)(=O)Nc5ccccc5C)cc4)c3n2)cc1 | 3.9% | -0.3% | ? | 1.1% | -4.3% | 8.3% | -9.9% | -22.7%
COc1ccc(S(=O)(=O)NC(CC(=O)NCCc2ccc(OC)c(OC)c2)C(C)C)cc1 (stereo not given) | -3.9% | -5.8% | 0.6% | 0.6% | -5.3% | 10.9% | 20.2% | 3.3%
CCOC(=O)N1CCN(c2c(NCc3ccc(N(C)C)cc3)c(=O)c2=O)CC1 | 1.5% | -13.6% | ? | -1.7% | 5.0% | -7.3% | 8.2% | -3.1%
CC1(C)CC(=O)C2=C(C1)N(CC1CCCO1)C(=O)C2(O)C(F)(F)F (stereo not given) | 0.4% | 8.4% | 8.6% | -9.2% | 15.1% | -3.6% | -17.9% | 2.2%
COc1ccc(OCC(=O)N2CCN(c3cccc(C(F)(F)F)c3)CC2)cc1 | -10.4% | 8.6% | 5.3% | -5.2% | -4.2% | -9.4% | -1.8% | -1.1%
Cc1ccccc1NC(=O)Cn1nnc(S(=O)(=O)c2ccc(C(C)(C)C)cc2)c1N | 10.7% | 12.0% | 3.9% | 3.7% | 1.7% | 4.9% | 4.2% | 3.3%
CC(C)(C)c1cc(C(=O)N/N=C/c2ccco2)n[nH]1 | ? | -2.2% | 5.0% | -3.2% | -1.2% | -4.2% | 11.7% | -6.2%
NNC(=O)c1nc(-c2ccccc2)n2c1CCCCC2 | -24.4% | 0.7% | -7.8% | -8.2% | 1.9% | 3.1% | 17.6µM* | 22.8%
CC(C)c1ccc(C2N3CC4([N+](=O)[O-])CN2CC([N+](=O)[O-])(C3)C4(C)C)cc1 (stereo not given) | -3.3% | -3.5% | 9.8% | -7.5% | -1.7% | 1.0% | 9.6% | 5.6%
COc1ccc(C2(CNC(=O)CCC(=O)O)CCCC2)cc1OC | -6.2% | -4.5% | 10.0% | -7.9% | 6.1% | 2.2% | 8.4% | 2.2%
CC(C)CNC(=O)c1ccc(Cl)c(N)c1 | 13.7% | -1.3% | 5.7% | 5.8% | 5.9% | 7.7% | 0.5% | ?
CC(C)(C)c1cccc(Oc2nn[nH]n2)c1 | 18.1% | 3.0% | 3.0% | -5.0% | -1.5% | -2.8% | -5.3% | 7.9%
N#Cc1ccc(OCC(=O)NCCc2ccccn2)cc1 | 2.9% | -2.0% | -4.0% | -6.1% | -26.5% | -7.3% | 9.0% | 1.0%
c1ccc(OCCOCCSc2ncccn2)cc1 | 6.0% | 8.2% | -1.2% | 2.2% | 3.9% | 2.9% | 4.4% | -4.5%
CCn1c(SCC(=O)OC(C)C)nnc1-c1cccc(Cl)c1 | 3.0% | 6.4% | -2.0% | 2.5% | 7.7% | -4.2% | -8.6% | 7.3%
COc1ccc(NC(=O)CC2SC(=NCC3CCCO3)NC2=O)c([N+](=O)[O-])c1 (stereo not given) | 1.7% | 6.3% | ? | 2.9% | 7.5% | 3.1% | -0.1% | -1.0%
CCOC(=O)c1cc(-c2ccccc2)nn1-c1ccccn1 | -6.9% | 22.6% | 12.6µM* | 4.5% | 8.6% | -0.2% | -1.2% | 0.0%
CCCc1nc2oc3c(NCCN4CCOCC4)ncnc3c2c2c1CCCC2 | -3.0% | 11.7% | -9.0% | -1.4% | -9.8% | -1.0% | -1.5% | -6.7%
CC(C)(C)c1ccc(OCC(=O)O)cc1 | ? | -10.7%&9.9% | 3.1%&-1.3% | -2.9%&-0.1% | 22.5%&4.6% | 6.0%&-0.4% | -3.4%&7.8% | 6.6%&-8.9%
Cc1cc(C)c[n+](-c2nc([O-])sc2C=O)c1 | 1.0% | 0.5% | 8.3% | -11.1% | -7.5% | -0.9% | 4.9% | -3.4%
Cc1cc(C)cc(NC(=O)CSc2ccccc2)c1 | . | 3.2% | -1.8% | -1.8% | -2.1% | -3.2% | 6.7% | 10.6%
O=C(C1c2ccccc2Oc2ccccc21)N1CCN(c2ccc(Cl)cc2)CC1 | -14.5% | 16.8% | -0.7% | -7.9% | -0.9% | -7.7% | 2.4% | -2.3%
CCCCOC(=O)COc1ccc(Cl)cc1Cl | 3.0% | 1.6% | ? | 12.3% | 15.7% | . | . | .
CC(NC(=O)NNC(N)=S)(C(F)(F)F)C(F)(F)F | . | -0.8% | . | -1.3% | -11.1% | . | -25.4% | 1.6%
COc1cc(/C=N/Nc2nc3ccccc3[nH]2)ccc1O | 62.9% | -8.0% | -7.7% | -19.4% | 6.6% | 2.7% | 22.2µM* | ?

This is a subset. The share of hits here may be higher or lower than overall.
